Lipid storage S3 – qHTS Assay for Lipid Storage Modulators in Drosophila S3 Cells | actives 0.64% (n = 320,000) | Drosophila S3 cells, BODIPY lipid droplet fluorescence, 18-24 h; cells fed with added oleic acid | lipid storage change, negative = inhibition, % at the top dose, mostly 46.1 µM; hits show Potency in µM | AID 2685; active = well fitted inhibition curve with a large enough effect in the signal ratio, with a control signal flat, not every such curve was filed as active; inconclusive = small, poorly fitted or top-dose-only effect, or effect the other way, or a change in a side signal; the % refers to the signal ratio
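Laser-scanning cytometry quantifies lipid droplet accumulation (500–530 nm total intensity; droplet/cell object ratio) in oleic acid-fed (400 uM added) Drosophila S3 cells treated with a concentration series. 20 uM Triacsin C defined 100% inhibition.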
Lipid storage S3 cell count max – second read-out of Lipid storage S3, no call of its own (marks repeat the call); cell number change, %; measured here: cell count max response;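 cells counted by Cell Tracker Red CMTPX staining in the red channel; peak over a dose series mostly up to 46.1 µM; percent activity relative to internal control wells on each plate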
An asterisk follows results filed as active; i = inactive; ? = inconclusive; nt = not tested or not shown; [ ] = dose if it differs, or a comment. % is scaled to controls: 0 for no effect and ±100 for the full control effect; potency is read from the fitted curve at half-maximal effect. A portion of the library; count on the stated rates, not on these rows.

SMILES	Lipid storage S3	Lipid storage S3 cell count max
CC(=O)C(Cc1ccccc1)NC(=O)CN(C)Cc1ccccc1Cl (stereo not given)	?	nt
CCOc1ccccc1OCCCC(=O)N(CC)CC(=O)Nc1c(F)cccc1F	?	nt
O=C(NCCc1ccc(F)cc1)NC12CC3CC(CC(C3)C1)C2	-18%	-13
COc1ccc(CNC(=O)CCNS(=O)(=O)c2ccc(C)cc2)cc1	?	nt
O=C(COC(=O)CNC(=O)c1ccc(Br)cc1)NCCC1=CCCCC1	?	nt
O=C(Nc1nnc(-c2cccs2)o1)c1cc(-c2ccccc2)nc2ccccc12	?	nt
Cc1ccc(NS(=O)(=O)N2CCOCC2)cc1	i	1
Cc1[nH]nc(N=CC2=C(O)CC(c3ccco3)CC2=O)c1-c1ccc(Cl)cc1 (stereo not given)	?	nt
Cc1ccc(NC(=O)COc2cccc(-n3cnnn3)c2)cc1S(=O)(=O)N1CCOCC1	?	nt
CC(C)c1ccc(N(CC(=O)NC2CCCCC2)C(=O)CNC(=O)c2ccco2)cc1	?	nt
Cc1ccc(C(=O)NCCNS(=O)(=O)c2ccccc2)cn1	i	2
CC(=O)C1=C(O)C(=O)N(CCCn2ccnc2)C1c1ccc(Cl)cc1 (stereo not given)	-3%	1
Cc1ccc(N2C(N)=C(C#N)C(c3cc(CN4CCOCC4)cs3)C3=C2CC(C)(C)CC3=O)cc1 (stereo not given)	-1%	4
Cc1ccc(NC(=O)c2c3c(nc4ccccc24)CCC3)cc1S(=O)(=O)N(C)C	-3%	-14
O=C(N=NC(=O)c1ccco1)c1ccc2c(O)n(N3C(=O)c4ccccc4C3=O)c(O)c2c1	?	nt

For reference, 2 of the compounds above:
SMILES	Lipid storage S3	Lipid storage S3 cell count max
CC(=O)C(Cc1ccccc1)NC(=O)CN(C)Cc1ccccc1Cl (stereo not given)	?	nt
CCOc1ccccc1OCCCC(=O)N(CC)CC(=O)Nc1c(F)cccc1F	?	nt

New compounds follow:
SMILES	Lipid storage S3	Lipid storage S3 cell count max
CC(CCl)OC(C)CCl (stereo not given)	15%	-7
CC(=O)Nc1ccc(N(CC(O)Cn2c3ccccc3c3ccccc32)S(=O)(=O)c2ccc(C)cc2)cc1 (stereo not given)	?	nt
COC(=O)c1ccc(C2/C(=C(\O)c3ccc4c(c3)OCCO4)C(=O)C(=O)N2c2nnc(C)s2)cc1 (stereo not given)	i	nt
CCOC(=O)N1CCN(c2ccc(N3C(=O)CCCC3=O)cc2[N+](=O)[O-])CC1	?	nt
CS(=O)(=O)Cc1cccc(C(=O)NC2CCSc3ccccc32)c1 (stereo not given)	?	nt
O=C(COc1nncc2ccccc12)Nc1ccc(Br)cc1F	?	nt
O=C(Cn1cc(/C=C\[N+](=O)[O-])c2ccccc21)Nc1ccccc1	?	nt
Cc1nc2cc(CO)ccc2s1	6%	4
C=CCN1C(=O)C(Cc2cccc(Cl)c2)SC1=Nc1ccc(C(=O)O)cc1 (stereo not given)	-9%	-12
CCOc1ccccc1-c1nc(-c2ccc(NC(=O)Cc3ccccc3OC)cc2)no1	i	nt
CCN(c1ccc(NC(=O)COC(=O)c2cccs2)cc1)C(C)C	?	nt
CC(=O)Nc1ccccc1/C=C/c1ccc2c(C)cc(C)c(O)c2n1	14%	9
COc1cc(NC(=O)Cn2nc(-c3ccc(F)cc3)ccc2=O)ccc1-n1cnnn1	23%	7
CC(C)C[C@H](NC(=O)NCCC1=CCCCC1)C(=O)O	?	nt
COc1ccc2oc(=O)c(C(=O)NCc3ccc(F)cc3)cc2c1	?	nt
COc1cccc(/C=N/NC(=O)C(=O)NCc2ccco2)c1OC	?	nt
COc1cccc(NC(=O)c2ccccc2-c2ccccc2C(=O)O)c1	i	9
Cc1cccc(N(C)S(=O)(=O)c2csc(C(N)=O)c2)c1	?	nt
COCCNCC(=O)Nc1nc(C)cs1	?	nt
Cc1nc(C)c(-c2csc(NCc3ccccc3)n2)s1	?	nt
C=CCn1c(SCC(=O)Nc2cc(C)ccc2C)nnc1-c1cnccn1	?	nt
COc1ccc(CC(=O)Nc2ccc(C(N)=O)cc2)cc1	?	nt
O=C(NCC(c1ccco1)N1CCCCC1)c1ccc(OCc2ccccc2)cc1 (stereo not given)	?	nt
Cc1cc(N)nc2nc(C(F)(F)F)nn12	?	nt
COc1ccc(/C=N/NC(=O)/C(=C/c2ccccc2)CCO)cc1	8%	2
O=C(Nc1ccccc1C(=O)N1CCN(Cc2ccccc2)CC1)c1ccc(F)cc1	?	nt
Cc1cc(OCC(=O)N2CCOCC2)ccc1NC(=O)C1CCCCC1	?	nt
CCc1c(C)nc2cc(-c3ccc(OC)cc3)[nH]n2c1=O	0%	2
N/C(=N\OC(=O)COc1ccc([N+](=O)[O-])cc1)c1cccnc1	?	nt
CC(=O)c1ccc(NC(=O)CCOc2cc(C)ccc2C)cc1	?	nt
O=C(Nc1nnc(CCc2ccccc2)s1)c1ccco1	i	-4
CCCCN(C1CCS(=O)(=O)C1)S(=O)(=O)c1ccc(OC)c(OC)c1 (stereo not given)	?	nt
CN1CCN(CCCCC(=O)c2ccccc2)CC1	?	nt
Cc1ccccc1NC(=O)Cc1nnc(NC(=O)Nc2ccccc2F)s1	?	nt
N#CC1(NC(=O)Cn2cc(C(F)(F)F)cc(Cl)c2=O)CCCCC1	16%	6
COc1ccc(N2CCN(S(=O)(=O)c3ccc4c(c3)N(C(C)=O)CCO4)CC2)cc1	?	nt
COC(=O)c1c(-c2cccs2)csc1NC(=O)CN1CCOCC1	i	nt
CS(=O)(=O)N1CCN=C1SCc1ccccc1	?	nt
O=C(O)CCC(=O)Nc1sc2c(c1C(=O)NCc1ccccc1)CCCC2	?	nt
O=C(CC(=O)Nc1ccc(Cl)cc1)N/N=C\c1cccc(F)c1	?	nt
Cc1cc(Nc2ccccc2)nc(NCc2ccccc2)n1	8.2µM*	-28*
COc1cc(C(=O)NCc2ccc3[nH]c(C)cc3c2)cc(OC)c1OC	?	nt
CCc1cccc(NC(=O)C2CCCN(S(=O)(=O)c3cccnc3)C2)c1 (stereo not given)	?	nt
CC(=O)N/N=C/c1c(C)[nH]n(-c2ccccc2)c1=O	9%	nt
O=C(C1COc2ccccc2O1)N1CCN(S(=O)(=O)c2cc(F)ccc2F)CC1 (stereo not given)	?	nt

An excerpt from above in order of SMILES length, low to high:
SMILES	Lipid storage S3	Lipid storage S3 cell count max
Cc1cc(Nc2ccccc2)nc(NCc2ccccc2)n1	8.2µM*	-28*
Cc1ccccc1NC(=O)Cc1nnc(NC(=O)Nc2ccccc2F)s1	?	nt
CCc1cccc(NC(=O)C2CCCN(S(=O)(=O)c3cccnc3)C2)c1 (stereo not given)	?	nt

Following part.
SMILES	Lipid storage S3	Lipid storage S3 cell count max
CCn1c2ccccc2c2cc(NC(=O)CN(C)CC(=O)Nc3ccc(N4CCOCC4)cc3)ccc21	-1%[9.22 µM]	-5
CC(C)(C)c1ccccc1OCC(=O)Nc1ccccc1C(=O)NCc1cccnc1	i	nt
COc1ccc(OCC(=O)Nc2ccc(C(=O)Nc3ccccc3C(=O)O)cc2)cc1	?	nt
CC1Cc2ccccc2N1C(=O)CSc1nnc(-c2ccc(S(=O)(=O)N3CCCC3)cc2)o1 (stereo not given)	-9%	-15
c1cncc(CSc2nnc3ccc(-c4ccco4)nn23)c1	?	nt
c1ccc(-n2cnnc2SCc2cn3ccsc3n2)cc1	?	nt
CC1=CCC2C(=O)N(c3cccc(C(=O)NC(C)c4ccccc4)c3)C(=O)C2C1 (stereo not given)	?	nt
CCCn1c(=O)c2ccccc2n2c(SCC(=O)N3CCc4ccccc4C3)nnc12	-7%	0
O=C(CCN1C(=O)c2ccccc2C1=O)NNC(=O)c1ccc(Cl)cc1Cl	-13%	1
Cc1cc(C)cc(N(C(=O)c2csnn2)C(C(=O)NC(C)(C)C)c2ccncc2)c1 (stereo not given)	6%	16
CCCS(=O)(=O)c1ccc(COC(=O)Cc2ccc([N+](=O)[O-])cc2)cc1	i	-26
COc1ccccc1S(=O)(=O)Cc1ccc(C(=O)NCCN2CCCCCC2)o1	i	nt
COc1ccc2c(c1)CCCN2C(N)=O	?	nt
Cc1ccc(C)c(N2CC(O)(c3cccs3)[N+]3=C2CCCC3)c1 (stereo not given)	?	nt
CC(=O)C1=C(C)Nc2ncnn2C1c1ccccc1OCc1ccccc1 (stereo not given)	i	nt
COc1ccccc1CNC(=O)C/C(C)=N/NC(=O)Cc1ccc(Cl)cc1	i	19
Cc1ccn(C(C)CC(=O)Nc2ccc(-c3ccno3)cc2)n1 (stereo not given)	?	nt
COc1ccc(C)cc1NC(=O)CCCN1C(=O)CCC1=O	?	nt
CC1CN(S(=O)(=O)c2csc(C(=O)Nc3ccccc3)c2)CC(C)O1 (stereo not given)	?	nt
Cc1ccc(S(=O)(=O)NC(C)(C)CSc2ccccn2)cc1	?	nt
CC(NC(=O)CN(C)CC(=O)Nc1ccc(Cl)c(C(F)(F)F)c1)c1ccccc1 (stereo not given)	i	nt
O=S(=O)(c1cccc(-c2cn3cc(Cl)ccc3n2)c1)N1CCOCC1	?	nt
O=C(NC1CCCCC1)c1ccc(COCC(F)(F)F)o1	-1%	-6
Cc1cc(-c2n[nH]c(=S)n2/N=C/C(Br)=C/c2ccccc2)n[nH]1	?	nt
O=C(COC(=O)c1ccc2ccccc2n1)Nc1cccc(S(=O)(=O)NC2=NCCCCC2)c1	-9%	-6
C/C(CC(=O)Nc1ccc(Cl)c(C(F)(F)F)c1)=N\NC(=O)c1cc2ccccc2cc1O	11%	1
COc1ccc(/C(C)=N/N=C2/NC(=O)CC(C(=O)O)S2)cc1F (stereo not given)	-12%	-4
CCN1CCN(Cc2ccc(NC(=O)Nc3ccccc3OC)cc2)CC1	i	nt
O=C(CNc1ccc2ccccc2c1)N/N=C/c1cc2ccccc2nc1Cl	2%	20
Cc1cccc(OCCn2c(-c3ccco3)nc3ccccc32)c1	14%	-13
Cc1ccc(NC(=O)Cn2cnc3ccccc32)cc1C	-14%	4
CCOc1cc(C(C#N)N2CCOCC2)ccc1OC (stereo not given)	i	-13
O=C(CSc1nnc(-c2ccco2)n1CC1CCCO1)NC1CCCC1 (stereo not given)	40%	nt
COc1ccc(CN2CCCCC2C)cc1OC (stereo not given)	?	nt
Cc1ccc(N2C(=O)C(CN3CCCCC3)C2c2ccccc2)cc1 (stereo not given)	1%	15
CCOc1ccc(NC(=O)CSc2nnc(CCNC(=O)c3ccc(OC)cc3)n2C)cc1	?	nt
CN(C)c1ccc(/C=c2\sc3n(c2=O)CCCN=3)cc1	i	nt
COc1ccc(OCC(=O)N2c3ccccc3CCc3ccccc32)cc1	?	nt
Cc1ccc(C(=O)O)cc1NC(=S)NC(=O)c1ccc(COc2ccccc2)cc1	?	nt
O=C(NCc1ccco1)c1ccccc1Nc1ccc(F)cc1	?	nt
COc1ccccc1C(=O)N/C(=C/c1ccc2c(c1)OCO2)C(=O)Nc1ccc(C(=O)O)cc1	?	nt
N#Cc1c(-c2ccccc2)oc(=O)c2ccccc12	?	nt
Cc1nc2scc(-c3cccs3)c2c(=O)n1CC(=O)O	i	nt
CCOC(=O)C1=C(COC(=O)c2cccc(Br)c2)NC(=O)NC1C (stereo not given)	?	nt
O=C(N[C@@H](Cc1ccccc1)C(=O)OCC(=O)N1CCOCC1)c1cccs1	-23%	-41

Entries above that have a tert-butyl group:
SMILES	Lipid storage S3	Lipid storage S3 cell count max
CC(C)(C)c1ccccc1OCC(=O)Nc1ccccc1C(=O)NCc1cccnc1	i	nt
Cc1cc(C)cc(N(C(=O)c2csnn2)C(C(=O)NC(C)(C)C)c2ccncc2)c1 (stereo not given)	6%	16

Back to the main list, starting four compounds before the break.
SMILES	Lipid storage S3	Lipid storage S3 cell count max
N#Cc1c(-c2ccccc2)oc(=O)c2ccccc12	?	nt
Cc1nc2scc(-c3cccs3)c2c(=O)n1CC(=O)O	i	nt
CCOC(=O)C1=C(COC(=O)c2cccc(Br)c2)NC(=O)NC1C (stereo not given)	?	nt
O=C(N[C@@H](Cc1ccccc1)C(=O)OCC(=O)N1CCOCC1)c1cccs1	-23%	-41
COc1ccc(Cl)cc1NC(=S)NCc1ccco1	?	nt
Cc1cc(NC(=S)Nc2cccnc2)ccc1Br	0%	-21
c1ccc(N=Nc2cn[nH]c2-c2ccco2)cc1	-17%	-5
C=CCNc1nc(Nc2ccc([N+](=O)[O-])cc2)nc(OC)n1	0%	1
Cc1ccc2[nH]c(=O)c(CN(CCN3CCOCC3)C(=O)Nc3ccccc3F)cc2c1	5%	0
Oc1ccc(NC(=S)Nc2ccc(F)cc2)cc1	?	nt
CC(C)(C)NC(=O)CN(Cc1cccs1)C(=O)C1COc2ccccc2O1 (stereo not given)	-9%	-12
CN(C)Cc1c(C#N)c2ccccc2n1C	18%	18
COc1ccc(N2CC(C(=O)Nc3cccc(S(=O)(=O)N4CCCC4)c3)CC2=O)c(OC)c1 (stereo not given)	?	nt
CCCc1cc(-c2n[nH]c(C)c2-c2ccc(C(=O)OCC)o2)c(O)cc1O	?	nt
CC(/C=N/NC(=O)c1nnn(-c2nonc2N)c1C)=C\c1ccccc1	?	nt
O=C(c1ccccc1Cl)N1CCN(S(=O)(=O)c2cccs2)CC1	?	nt
COc1ccc(CNC(=O)C(=O)NCC2OCCN2S(=O)(=O)c2ccc(C)cc2)cc1 (stereo not given)	i	-29
Nc1nnc(SCC(=O)NC2CCCCCCC2)s1	?	nt
NCCCC[C@H]1CNC(=S)N1CCc1cccc(F)c1	3%	nt
COC(=O)c1ccccc1Oc1ccc(NC(=O)c2ccco2)cc1	12%	11
COCCNC(=O)Nc1ccc(F)cc1	?	nt
O=C(Nc1cccn2ncnc12)C(Cl)Cl	?	nt

High-throughput results from PubChem BioAssay.
